# High-throughput results (PubChem BioAssay)
# CHRM4 agonist – CHRM4 agonism in calcium assay; P08173; CHO-K1 hM4/Gqi5, Fluo-8 calcium fluorescence; vehicle 0%, full acetylcholine response 100%; activation, % at 3 µM; 0.14% of 360,000 active;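 active = activation above the run mean over all test wells plus 3 SD, cut at about 32% in these data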;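 also: peak over basal fluorescence ratio per well then scaled between controls; 0% = DMSO wells and 100% = acetylcholine at EC100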
# Target sequence (P08173 whole entry, looked up): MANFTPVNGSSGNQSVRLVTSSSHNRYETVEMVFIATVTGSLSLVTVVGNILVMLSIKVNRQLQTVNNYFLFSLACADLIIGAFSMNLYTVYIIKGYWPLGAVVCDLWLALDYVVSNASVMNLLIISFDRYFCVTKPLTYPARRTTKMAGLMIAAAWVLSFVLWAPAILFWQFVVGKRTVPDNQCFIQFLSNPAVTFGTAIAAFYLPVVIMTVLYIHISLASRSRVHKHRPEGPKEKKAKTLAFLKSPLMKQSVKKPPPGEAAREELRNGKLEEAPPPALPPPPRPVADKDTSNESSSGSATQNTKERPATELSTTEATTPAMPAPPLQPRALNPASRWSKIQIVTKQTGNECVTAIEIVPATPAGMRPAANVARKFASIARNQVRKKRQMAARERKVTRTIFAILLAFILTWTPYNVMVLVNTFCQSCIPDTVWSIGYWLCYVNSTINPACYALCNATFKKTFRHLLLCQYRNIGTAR
# CRFBP-R2 block – CRF-BP/CRF-R2 complex antagonism | 0.59% of 350,000 active | HEK293 CRF-R2/CRF-BP, CRF-induced calcium fluorescence | inhibition, % at 11.8 µM | AID 588475;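 active = inhibition of the ligand-induced calcium signal above about 50% at the single tested concentration, limit read from the data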
# CHRM5 PAM – positive allosteric modulators of human muscarinic M5 receptor; P08912; CHO-K1 hM5, Fluo-8 calcium, ACh EC20 PAM; 0% = ACh EC20, 100% = ACh EC100; activation, % at 3 µM; 0.3% of 360,000 active; AID 624038;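 active = activation above the run cutoff, the mean activation of all test compounds plus 3 SD, cut at about 18% in these data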
# Target sequence (P08912 whole entry, looked up): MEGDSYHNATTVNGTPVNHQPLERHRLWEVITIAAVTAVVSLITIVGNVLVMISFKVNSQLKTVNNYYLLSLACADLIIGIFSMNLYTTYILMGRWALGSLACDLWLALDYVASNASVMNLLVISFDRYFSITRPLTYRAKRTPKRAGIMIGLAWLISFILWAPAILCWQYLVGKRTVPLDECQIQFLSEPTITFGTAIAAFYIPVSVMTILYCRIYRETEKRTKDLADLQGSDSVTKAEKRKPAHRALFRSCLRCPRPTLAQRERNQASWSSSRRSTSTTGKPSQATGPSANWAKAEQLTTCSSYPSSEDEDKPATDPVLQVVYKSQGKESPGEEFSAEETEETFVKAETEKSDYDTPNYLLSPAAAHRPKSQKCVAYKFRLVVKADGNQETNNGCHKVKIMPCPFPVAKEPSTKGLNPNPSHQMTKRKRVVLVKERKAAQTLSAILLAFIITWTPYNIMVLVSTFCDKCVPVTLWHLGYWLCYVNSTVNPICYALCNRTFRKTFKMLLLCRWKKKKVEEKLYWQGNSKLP
#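 Probe or stimulus: acetylcholine, EC20 level; Assay system: human M5 receptor in CHO-K1 cells; Schedule: compound preincubation 140 s before EC20 acetylcholine addition; Technique: intracellular calcium via Fluo-8 fluorescence; Dosing: single-point, 3 µM nominal; Read-out basis: percent activation from peak-over-basal fluorescence ratio, scaled EC20-to-EC100 acetylcholine; Repeats: one well per compound, no replicates.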
# M4 antag – antagonists of human muscarinic M4 receptor (CHRM4) | AID 624125 | P08173 | inhibition, % at 3 µM | 0.73% of 360,000 active | CHO-hM4 cells, ACh EC80, Fluo-8 calcium fluorescence;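 active = inhibition above its plate's cutoff, the mean inhibition of sample wells plus 3 SD, cut at about 27% in these data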;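 also: 0% = acetylcholine EC80 with DMSO and 100% = DMSO without agonist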
# IDE cell inh – inhibitors of human insulin-degrading enzyme in cells; AID 434962; P14735; 0.41% of 320,000 active; HEK cells, FAbetaB cleavage, fluorescence polarization; inhibition, % at 5.59 µM;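 active = percent inhibition above the average of all tested compounds plus 3 SD, set per screening campaign, cut at about 16% in these data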;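 also: IDE supplied by intact live HEK cells; FP after avidin binding of uncleaved biotin substrate so inhibition keeps polarization high; 0% = DMSO wells and 100% = 60 µM reference IDE inhibitor Ii1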
# CHRM5 agonist – agonists of human muscarinic M5 receptor (CHRM5) | CHO-K1 hM5 cells, Fluo-8 calcium fluorescence; 0% DMSO wells, 100% maximal acetylcholine response | activation, % at 3 µM | 0.19% of 360,000 active;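 active = activation above the run's mean over test compounds plus 3 SD, cut at about 23% in these data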;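 also: signal is peak over basal fluorescence ratio across the kinetic read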
# M5 antag – antagonists of human muscarinic M5 receptor (CHRM5) | P08912 | CHO-hM5 cells, Fluo-8 calcium fluorescence, ACh EC80 | inhibition, % at 3 µM | 0.59% of 360,000 active;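 active = inhibition above a per-plate cutoff, the mean of that plate's test compounds plus 3 SD, cut at about 27% in these data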;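 also: 0% = acetylcholine EC80 with DMSO and 100% = DMSO without agonist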
# M4 PAM – potentiates acetylcholine response at human M4 receptor | AID 624126 | P08173 | CHO-K1 hM4/Gqi5, Fluo-8 calcium fluorescence, ACh EC20; 0% = ACh EC20, 100% = maximal ACh | activation, % at 3 µM | 0.4% of 360,000 active;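 active = activation above its plate's cutoff, the mean activation of sample wells plus 3 SD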; also: some results filed as inactive read as strong as hits
# CRFR2-BP ag – CRF-BP/CRF-R2 complex agonism | HEK293 CRF-R2/CRF-BP, calcium dye fluorescence (FLIPR); percent of saturating CRF peptide response | 0.46% of 350,000 active | activation, % at 13.2 µM;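 active = activation of at least 50%, plus an integration ratio under a set limit after plate pattern correction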;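 also: plate controls were neutral control wells without compound for no effect and CRF at EC100 for full effect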
# * marks the source's active call; other numbers are inactive results; x = not tested or not shown; & = joins results of further samples.
# Every second line gives: CHRM4 agonist, CRFBP-R2 block, CHRM5 PAM, M4 antag, IDE cell inh, CHRM5 agonist, M5 antag, M4 PAM, CRFR2-BP ag
Cc1ccc2c(c1)N(CC(=O)N1CCC(C)CC1)C(=O)c1cccnc1O2
→ 5.5, -1.2, -4.5, -5.1, 0.5, 1.2, 1.4, -2.1, 0.5
CCC(=O)N(Cc1cc2c(C)cc(C)cc2[nH]c1=O)C1CCCCC1
→ 2.9, -44.5, 0.3, 1.0, 6.8, 6.8, 1.1, 9.0, 14.2
CCc1ccccc1NS(=O)(=O)c1c(C(=O)N2CCCCCC2)c(C)n(C)c1C
→ 2.5, -3.8, -3.7, -11.6, -1.9, -4.8, 13.8, 2.7, -3.0
c1ccc2c(CN3CCOCC3)csc2c1
→ -0.1, -1.4, -2.2, 8.5, 2.1, -0.6, 5.8, -1.5, -1.4
Cc1nn(-c2ccccc2)c(Cl)c1C1C(C#N)=C(N)Oc2c1c(C)nn2-c1ccccc1 (stereo unspecified)
→ 1.0, -3.4, -3.3, 0.8, -0.9, -1.8, -3.8, 2.3, 2.9
COc1ccc(N(C)C(=O)c2ccc3c(c2)nnn3C)cc1
→ 0.4, 0.8, 0.1, -4.2, 3.0, -2.3, 1.9, 5.1, -2.5
CCOC(=O)C1=CCC2c3c(c4ccccc4n3C)C(=O)C1N2C(=O)OC(C)(C)C (stereo unspecified)
→ 1.2, 2.1, 9.8, -16.2, -0.6, 4.0, -3.3, 17.3, 3.8
CCCC(=O)NNC(=O)c1c(O)c2ccccc2[nH]c1=O
→ 1.7, -3.6, 5.0, -8.5, -1.9, -3.9, 0.7, 12.0, -1.5
O=C(OCc1nc2ccccc2c(=O)[nH]1)c1cccs1
→ 1.3, -22.1, -6.4, 4.7, -0.7, 0.9, 1.0, 1.2, -1.5
Cn1cc(S(=O)(=O)CC(=O)Nc2ccc3c(c2)OCCO3)c2ccccc21
→ 3.0, -22.4, -3.4, 1.0, -4.6, 2.0, -2.4, -2.7, 0.4
O=C(O)C(Cc1cccs1)c1cccs1 (stereo unspecified)
→ 0.2, 15.6, 8.6, -12.4, x, -0.2, -2.6, -0.1, -0.2
CCCCCC1C(C(=O)OCC)C(=O)NC1(C(=O)OCC)C(=O)OCC (stereo unspecified)
→ 0.1, 0.9, 3.4, -8.2, x, -2.7, 7.3, 2.5, 2.4
Cc1cc(C)nc(CC(N)=O)n1
→ 0.9, -1.0, 1.5, 3.0, 0.0, -0.8, -1.7, 5.0, -0.1
CCN(CC)CCC/C(=N\O)C(O)(c1ccccc1)c1ccccc1
→ 0.2, 9.2, -14.0, 79.5*, -2.2, -10.2, 45.1*, -25.1, 7.7
Cc1ccc2c(c1)c(N=NC(N)=S)c(O)n2Cc1ccccc1
→ 0.0, -2.4, 3.6, -1.3, 1.3, 0.0, -8.9, -4.2, -1.5
CC1=C(C(=O)Nc2ccc(C)cc2)C(c2ccco2)NC(=O)N1 (stereo unspecified)
→ 1.7, 1.8, -2.7, 2.4, 1.6, 4.3, 1.9, 6.8, 1.8
O=C(Nc1ccc(F)cc1)N1CCCN(c2nccc(C(F)(F)F)n2)CC1
→ 3.2, -32.7, -10.7, -12.7, 5.8, -8.8, 12.2, 2.3, 3.8
CCN1C(=O)[C@H]2[C@@H](c3ccc(C)cc3)N[C@]3(CCCN(Cc4cccn4C)C3=O)[C@H]2C1=O
→ -0.1, 5.4, -2.2, 9.8, x, -1.2, 8.9, -4.9, 5.9
O=C(N/N=C/c1ccco1)c1ccc(C(=O)N/N=C/c2ccco2)o1
→ 1.4, -25.0, 3.8, 3.3, 3.7, 2.2, -12.7, -3.4, 1.6
N/C(=N\OC(=O)Cc1cccs1)c1ccc(Br)cc1
→ 0.1, -24.9, 5.7, 0.5, 0.7, -0.7, 3.8, 5.2, 1.4
O=C(O)C(O)c1ccccc1 (stereo unspecified)
→ 0.4&0.6, 3.2&-18.9, 2.1&4.2, -13.0&-12.5, 1.9&-2.1, 0.6&0.8, -1.3&-2.2, -1.2&8.1, -0.8&-1.4
CNCCCOc1ccc(C)cc1OC
→ 2.1, -1.4, -2.0, 5.0, -4.6, -1.6, 14.8, 13.7, -1.0
CS(=O)(=O)N1CCCC(C(=O)NCCCN2CCN(Cc3ccccc3)CC2)C1 (stereo unspecified)
→ 1.1, -1.8, -4.3, 1.1, 2.2, -0.8, 4.8, -1.1, -0.7
CC(C)n1ncc2c(C(=O)N3CCN(c4ccc(F)cc4)CC3)cc(-c3ccccc3)nc21
→ -0.7, 0.4, 0.9, -3.8, 0.8, -2.6, 8.7, -1.8, -2.0
CCOc1ccc(S(=O)(=O)N(C)c2ccc(OCC(=O)NC3=NCCS3)cc2)cc1
→ 2.3, -0.1, 3.3, -14.4, -0.8, 0.0, 2.3, -7.0, 0.2
COc1ccc(OC)c(NC(=O)c2ccc(-c3csc(C)n3)cc2)c1
→ 1.0, -2.9, 2.9, -2.7, 4.0, -3.1, 6.7, 4.6, -3.3
COc1ccc2nc(NN=C(C)c3ccccn3)cc(C)c2c1
→ -0.5, 0.5, -8.5, -3.4, x, -1.3, 11.0, 4.8, 4.3
Cc1ccc(/C=N/NC(=O)c2ccncc2)o1
→ 0.5, 12.6, 0.9, 5.6, 2.0, 0.8, -3.3, 8.4, -0.8
Cc1cccc(C)c1NC(=O)CNC(=O)C(Cc1ccccc1)NC(=O)c1ccccc1 (stereo unspecified)
→ 4.1, -20.6, 9.2, -16.6, 2.9, -1.1, -9.6, 9.5, 14.7
O=C(O)CCC(=O)Nc1nc2nc(-c3ccccc3)cc(-c3ccccc3)n2n1
→ 0.7, 26.5, 4.7, 5.5, 1.4, 2.1, 3.0, 7.1, -1.6
CC(=O)Nc1ccc(S(=O)(=O)Nc2ccn(Cc3ccccc3Cl)n2)cc1
→ 1.1, 7.5, -4.2, 5.6, x, -4.6, 10.8, -2.0, -0.4
O=C(/C=C/c1cn(-c2ccccc2)nc1-c1cccnc1)N1CCCCC1
→ 4.0, -5.7, -6.3, -0.3, 0.7, -1.9, 11.4, -5.1, -0.3
O=C(N/N=C/c1ccccc1O)C1SCCCS1
→ 3.2, -7.4, -4.9, 2.6, -4.1, -3.1, 11.1, 4.0, -0.8
O=C(CC(c1ccccc1)c1ccco1)N1CCCCC1 (stereo unspecified)
→ 0.1, x, 10.2, -9.3, -5.0, -16.3, 0.4, -0.3, x
Cc1ccc(S(=O)(=O)c2nc(NCCCn3ccnc3)sc2Cl)cc1
→ 1.0, -8.1, -11.0, 20.0, -4.2, -9.0, 7.9, -12.4, -0.5
O=C(NCCO)/C(=C\c1cccc([N+](=O)[O-])c1)NC(=O)c1cccs1
→ 0.8, 12.7, -3.1, 1.3, x, 0.8, 4.0, 3.4, -0.8
CC1CCN(C(=O)C2CCN(S(=O)(=O)N3CCC4(CC3)OCCO4)CC2)CC1
→ 1.2, -3.7, 2.0, -6.4, 8.6, -3.1, -9.0, 1.1, 2.8
CC1CCN(C(=O)CCN2C(=O)C3C4C=CC(C4)C3C2=O)CC1 (stereo unspecified)
→ 0.2, -0.1, -5.6, -6.6, 0.1, -0.8, 13.4, -0.5, -0.1
Cn1c(SCC(=O)c2cc(Cl)c(Cl)s2)nnc1-c1ccco1
→ 0.6, -8.6, 19.2*, 2.3, 8.5, 5.8, -10.9, -8.0, 0.8
COc1cc2c(cc1OC)C1=C(C#N)CC/C(=N\S(=O)(=O)c3ccccc3)N1CC2
→ 20.2, 9.5, -2.2, -8.8, 4.5, 2.0, -0.2, -7.6, 3.4
Clc1cccc(N2CCN(Cc3nc(-c4ccccc4)no3)CC2)c1
→ 0.3, -3.4, 0.6, 1.6, 2.1, 2.4, -0.5, -4.7, -0.7
CC1COCC(C)N1C1=C(Cl)C(=O)c2ccccc2C1=O (stereo unspecified)
→ 1.2, -2.7, 0.5, -6.1, x, 4.8, 8.3, 0.5, -2.6
Cc1ccc(C)c(OCC(O)CN2CCc3ccccc3C2)c1C (stereo unspecified)
→ 9.0, -10.2, -6.0, 3.0, -2.2, 0.1, 13.8, -9.7, -6.2
CC(=O)N1CCN2C(=O)C1CCCC(=O)c1cc(C3CCCCC3)ccc12 (stereo unspecified)
→ 0.7, 2.6, -5.7, -5.9, 5.9, -4.8, -0.3, 4.9, 0.2
C=CCN(CC=C)C(=S)NC(=O)/C=C/c1ccc(OC)cc1
→ 1.9, -8.1, 0.2, -0.2, 3.9, -4.4, 0.4, 9.5, -1.8
CCCNC(=O)C1CCN(S(=O)(=O)c2ccc(Br)cc2)CC1
→ 0.8, 2.7, 2.1, 7.7, -2.6, 0.2, 2.6, 1.8, -5.3
COc1ccc(CNC(=O)C(=O)NCC2CCCN2S(=O)(=O)c2ccccc2)cc1 (stereo unspecified)
→ 0.7, 3.8, 0.4, -7.0, -2.4, 0.1, 11.6, -3.3, 1.2
CC1CCN(C(=O)c2[nH]cnc2C(=O)Nc2ccc(Cl)cc2)CC1
→ 0.7, -3.0, -3.3, -7.0, 2.5, 3.7, -0.2, 7.6, -0.8
CCC(C)(C)n1nnnc1C(c1cc(OC)ccc1OC)N1CCC(C(N)=O)CC1 (stereo unspecified)
→ 0.8, 17.8, -2.8, -3.0, 9.9, -2.4, 4.1, 4.2, -0.8
Cc1cc(NC(=O)C2C3C=CC(C3)C2C(=O)O)no1 (stereo unspecified)
→ -0.4, -4.6, 7.6, 7.0, -2.1, 1.2, -15.4, 4.1, -0.6
Cc1ccc(N(C(=O)c2ccc(S(=O)(=O)N3CCOCC3)cc2)C2C=CS(=O)(=O)C2)cc1 (stereo unspecified)
→ -0.2, -27.5, -0.1, 4.2, -5.2, -2.8, 4.2, -5.1, -2.0
CCn1cc(/C=C(\NC(=O)c2ccccc2F)C(=O)N2CCCC2)c2ccccc21
→ 12.3, -14.1, -9.0, 0.4, 4.3, 0.0, 16.3, -3.1, -2.0
CCC(C)n1c(=O)c(C(=O)Nc2ccccc2S(N)(=O)=O)c(O)c2ccccc21 (stereo unspecified)
→ 0.4, 2.3, 27.1*, -1.9, 2.7, -1.5, -11.3, 7.1, -0.8
CCOc1cccc(CN2CCC(n3nccc3NC(=O)c3ccc4c(c3)OCO4)CC2)c1
→ 3.6, -5.2, -5.3, -1.5, 1.1, -7.0, 10.3, -6.9, 0.4
COC(CN(C(=O)CCl)C(C(=O)NC1CCCCC1)c1ccc(Cl)cc1)OC (stereo unspecified)
→ 0.4, -9.6, -1.8, 8.4, 6.7, 0.1, 2.6, -8.2, -0.6
COC(=O)C1CCN(Cc2cc(=O)oc3cc(C)c(Cl)cc23)CC1
→ 1.4, 5.3, -3.3, 4.8, -0.8, -1.5, 0.5, -9.6, -0.5
Oc1cncc(Cc2ccccc2)c1
→ 1.8, 14.3, 1.3, -3.7, 1.6, -4.3, 10.9, 3.7, -0.7
Cc1ccccc1CCNC(=O)C1CC(O)CN1C(=O)Nc1ccccc1 (stereo unspecified)
→ 0.6, -3.0, 8.8, -4.3, 0.3, -5.2, 3.9, 13.7, 0.2
O=C(Nc1cccnc1)c1c(F)c(F)c(F)c(F)c1F
→ 0.9, -1.7, 2.0, 2.5, -2.4, -1.3, 4.5, -3.1, 1.0
CCC(=O)Nc1c(-c2ccc(C)cc2)nc2ccc(C)cn12
→ -0.2, 4.3, -0.2, 1.2, -0.1, 2.7, -5.7, -1.7, 1.9
Cc1c(Cl)cnc(NC(=O)COC(=O)c2ccc3ncsc3c2)c1Cl
→ 2.5, 3.0, -3.0, -1.9, 1.1, -5.1, 15.8, -1.3, 0.5
